KCNQ2 block = KCNQ2 potassium channel inhibitors, primary screen, cell-based, CHO-K1, FluxOR thallium flux, B-score (AID 2156). O88943. 20 min; active compounds read low. B-score at 10 µM. 1.1% of 310,000 active;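 active means fluorescence ratio B-score at most minus 3 library SDs, with starting brightness B-score within 2 library SDs, cut at about -5.5 in these data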
Target sequence (O88943 whole entry, looked up): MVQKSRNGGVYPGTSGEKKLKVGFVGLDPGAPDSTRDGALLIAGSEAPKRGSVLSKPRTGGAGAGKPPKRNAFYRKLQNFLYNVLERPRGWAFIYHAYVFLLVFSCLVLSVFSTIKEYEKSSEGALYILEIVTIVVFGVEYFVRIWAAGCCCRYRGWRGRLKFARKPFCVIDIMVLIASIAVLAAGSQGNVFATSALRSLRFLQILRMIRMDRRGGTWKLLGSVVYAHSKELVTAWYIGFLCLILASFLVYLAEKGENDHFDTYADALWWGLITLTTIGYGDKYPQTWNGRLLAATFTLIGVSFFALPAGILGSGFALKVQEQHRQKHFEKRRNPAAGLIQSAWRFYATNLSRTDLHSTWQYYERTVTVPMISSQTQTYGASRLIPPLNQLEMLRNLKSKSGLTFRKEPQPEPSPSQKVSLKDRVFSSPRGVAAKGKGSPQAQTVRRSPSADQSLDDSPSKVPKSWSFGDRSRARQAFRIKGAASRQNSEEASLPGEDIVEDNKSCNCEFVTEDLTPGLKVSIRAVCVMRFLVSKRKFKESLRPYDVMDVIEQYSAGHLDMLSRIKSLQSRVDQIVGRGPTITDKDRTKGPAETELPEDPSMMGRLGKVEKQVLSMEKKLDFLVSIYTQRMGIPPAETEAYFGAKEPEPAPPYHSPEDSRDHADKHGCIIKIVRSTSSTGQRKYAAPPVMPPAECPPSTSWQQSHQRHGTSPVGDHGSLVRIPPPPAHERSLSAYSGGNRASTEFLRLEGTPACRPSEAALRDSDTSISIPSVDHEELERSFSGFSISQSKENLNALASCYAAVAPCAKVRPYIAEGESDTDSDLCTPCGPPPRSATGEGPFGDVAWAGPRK
CHT inh = inhibits the human high affinity choline transporter | Q9GZV3 | CHT-expressing cells, membrane potential dye, choline response; active compounds read low | B-score at 10 µM | 0.86% of 310,000 active | AID 488975;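 active means B-score over 3 SD under the library average, and starting fluorescence ratio not unusually high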;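 further: choline stimulus applied at its EC90 after an EC20 pre-addition; B-score computed on integrated fluorescence ratio after choline addition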
Calls only; i = inactive; nt = no result given.

KCNQ2 block	CHT inh	Compound
i	i	COc1ccc(C2c3[nH]c4ccccc4c3C[C@H]3C(=O)N(CCCO)CC(=O)N23)c(OC)c1 (stereo not given in full)
i	i	CCOC(=O)c1cccc(NC(=O)CCn2nc(C)c(S(=O)(=O)N3CCCCC3)c2C)c1
i	i	COc1ccc(NC(=O)C(=O)N/N=C/c2cc(C)n(-c3cccc(Cl)c3Cl)c2C)c(OC)c1
i	i	C=C(C)Cn1c(NCCOC)nc2c1c(=O)[nH]c(=O)n2C
i	i	NNc1nc2sc3c(c2c(=O)n1-c1ccccc1)CCCC3
i	i	CC(=O)Nc1ccc2c(c1)nc(CCN1CCC(C)CC1)n2C
i	i	CCc1ccc(-c2csc(-c3c[nH]c4ccccc34)n2)cc1
i	i	COc1cccc(C(=O)NC2CCN(CC(=O)Nc3c(C)cc(C)cc3C)CC2)c1
i	i	O=C(NNC(=O)c1ccc(O)cc1O)c1ccc(Cl)cc1
i	i	O=C(NCc1ccc(Cl)cc1)c1cccnc1
i	i	Cc1cc(NC(=O)CSc2ccccn2)no1
i	i	CCOC(=O)N1CCC(Nc2c(NCCCN(CC)CC)c(=O)c2=O)CC1
i	i	CCC(=O)N1CCc2cc(S(=O)(=O)NC(C(=O)NCc3ccccc3)C(C)C)ccc21 (stereo not given)
i	i	O=C(CCN1C(=O)/C(=C/c2ccccc2)SC1=S)NCCc1ccc(O)cc1
i	i	CCN1CCN(c2cc(C)c3cc(NC(=S)NCc4cccs4)ccc3n2)CC1
i	i	CC(=O)O/N=C(/C)c1ncc(C(F)(F)F)cc1N1CCOCC1
i	i	COCCn1c(SCC(=O)NC2CCCC2)nnc1C(C)C
i	i	CC(=O)c1cccc(NC(=O)N2CCCC(C(=O)c3cc(F)ccc3F)C2)c1 (stereo not given)
i	i	CSc1ccccc1NC(=S)N/N=C/c1cccn1Cc1ccc(F)cc1
i	i	COc1ccccc1N1CCN(c2nc3ccccc3nc2C(C#N)C(=O)OC(C)C)CC1 (stereo not given)
i	i	CN(C(=O)CSc1nnc(-c2ccco2)n1N)C1CCCCC1
i	i	O=c1c2cnn(-c3ccc(F)cc3)c2ncn1Cc1cccnc1
i	i	O=C(CN(C(=O)CNS(=O)(=O)c1ccc(F)cc1)c1ccccc1F)NCc1ccco1
i	i	C1CCC(n2nnnc2CN2CCCC2)CC1
i	i	O=C(O)c1ccccc1C(=O)Nc1ccc(-n2ccc(C(F)(F)F)n2)cc1
i	i	Cc1ccc(C(=O)N/N=c2\oc3ccccc3cc2C(N)=O)cc1
i	i	CCOC(=O)c1c(/N=C/c2cc(C)ccc2O)sc2c1CCC2
i	i	CC(=O)c1c(C)nc(-c2ccc(OCC(=O)Nc3cccc(C)c3C)cc2)n1O
i	i	O=C(Cc1ccccc1)Nc1cccc(-c2nc3ncccc3o2)c1
i	i	NC(=O)c1cc2cc(Cl)ccc2o/c1=N/NC(=O)c1cccs1
i	i	O=C(CCCn1c(=S)[nH]c2cc3c(cc2c1=O)OCO3)NCc1cccc(Cl)c1
i	i	O=C1/C(=C/c2ccc(Br)cc2)Oc2cc(O)ccc21
i	i	Cc1onc(-c2c(F)cccc2Cl)c1C(N)=S
i	i	Cc1nn(-c2ccc(C(=O)OC(C)C)cc2)c(C)c1[N+](=O)[O-]
i	i	CCOC(=O)Cn1c2c(c(=N)c3c1CCC3)CCCC2
i	i	COc1cc(/C=N/NC(=O)COc2ccc([N+](=O)[O-])cc2)ccc1OCC(=O)N1CCOCC1
i	i	CCC(C)(C)C1CCC(=NNC(=O)c2ccc(Br)o2)CC1 (stereo not given)
i	i	CCOC(=O)c1cc(-c2cccc([N+](=O)[O-])c2)on1
i	i	Cc1ccc(S(=O)(=O)NCC(=O)N(CC(=O)NCc2ccco2)Cc2ccco2)cc1
i	i	COc1cc(OC)cc(C(=O)NN2CCCCC2)c1
i	i	O=C(NC1CCCCC1)C1CC(=O)N(c2ccccc2)C1 (stereo not given)
i	i	CCCn1c(SCC(=O)Nc2ccccc2Oc2ccccc2)n[nH]c1=O
i	i	O=C(CCCc1nc(-c2ccccc2)no1)Nc1cccnc1
i	i	O=C(O)C1CCCN1C1=NS(=O)(=O)c2ccccc21 (stereo not given)
i	i	CC(C)(C)C1=CC(=O)C(N2CCOCC2)=CC1=O
i	i	N=c1c(S(=O)(=O)c2ccccc2)cc2c(=O)n3ccccc3nc2n1Cc1cccnc1
i	i	C[C@@H]1CCC(=O)N(CC[C@H](Oc2ccccc2)c2ccccc2)CC1
i	i	COc1ccc(S(=O)(=O)N2CCCC2)cc1NC(=O)c1ccccc1F
i	i	O=C(Nc1ccc(N2CCCC2)c(Cl)c1)c1cccs1
i	i	CC(/C=N/NC(=O)c1cccnc1)=C\c1ccccc1

Ordered by length of the SMILES (highest first): part of the list above.
KCNQ2 block	CHT inh	Compound
i	i	N=c1c(S(=O)(=O)c2ccccc2)cc2c(=O)n3ccccc3nc2n1Cc1cccnc1
i	i	Cc1ccc(S(=O)(=O)NCC(=O)N(CC(=O)NCc2ccco2)Cc2ccco2)cc1
i	i	COc1cccc(C(=O)NC2CCN(CC(=O)Nc3c(C)cc(C)cc3C)CC2)c1
i	i	CC(=O)c1cccc(NC(=O)N2CCCC(C(=O)c3cc(F)ccc3F)C2)c1 (stereo not given)
i	i	O=C(O)c1ccccc1C(=O)Nc1ccc(-n2ccc(C(F)(F)F)n2)cc1
i	i	Cc1nn(-c2ccc(C(=O)OC(C)C)cc2)c(C)c1[N+](=O)[O-]
i	i	CCN1CCN(c2cc(C)c3cc(NC(=S)NCc4cccs4)ccc3n2)CC1
i	i	CCOC(=O)N1CCC(Nc2c(NCCCN(CC)CC)c(=O)c2=O)CC1
i	i	COc1ccc(S(=O)(=O)N2CCCC2)cc1NC(=O)c1ccccc1F
i	i	Cc1ccc(C(=O)N/N=c2\oc3ccccc3cc2C(N)=O)cc1
i	i	CCc1ccc(-c2csc(-c3c[nH]c4ccccc34)n2)cc1
i	i	CN(C(=O)CSc1nnc(-c2ccco2)n1N)C1CCCCC1
i	i	O=C1/C(=C/c2ccc(Br)cc2)Oc2cc(O)ccc21
i	i	O=C(CCCc1nc(-c2ccccc2)no1)Nc1cccnc1
i	i	COCCn1c(SCC(=O)NC2CCCC2)nnc1C(C)C
i	i	COc1cc(OC)cc(C(=O)NN2CCCCC2)c1
i	i	O=C(NCc1ccc(Cl)cc1)c1cccnc1

Going on with the list:
KCNQ2 block	CHT inh	Compound
i	i	Cc1cc(Cl)ccc1OCC(=O)NCC(=O)N/N=C/c1ccco1
i	i	CCN1C(=O)[C@H]2[C@@H](c3ccc(C)cc3)N3C(=O)N(c4ccc(C(F)(F)F)cc4)C(=O)[C@@]3(CC)[C@H]2C1=O
i	i	COc1ccc(-c2csc(NC(=O)CSc3nnnn3C)n2)c(OC)c1
i	i	CC1CN(CCc2ccccc2)c2nc3c(c(=O)n(CC(N)=O)c(=O)n3C)n2C1 (stereo not given)
i	i	Cn1c(NC(=O)Cc2cccc3ccccc23)cc(=O)n(C)c1=O
i	i	O=C(NC1=NCCCCC1)c1cccc2ccccc12
i	i	Cc1ccccc1C(=O)N1CCN(c2ccc(NC(=S)NC(=O)c3cccs3)cc2)CC1
i	i	COCCn1nnnc1C(c1cccc(C#N)c1)N1CCCCCC1 (stereo not given)
i	i	Cc1cc(Br)ccc1NC(=O)C1C2CCC(O2)C1C(=O)O (stereo not given)
i	i	Cc1ccc2cc(C#N)c(NCCCNC(=O)C3CCCO3)nc2c1 (stereo not given)
i	i	Cc1ccc(CSCC(=O)Nc2ccccc2C(=O)O)cc1
i	i	CCOC(=O)C1CCN(C(=O)CN(c2ccc(OC)c(OC)c2)S(=O)(=O)c2ccccc2)CC1
i	i	O=C(Nc1nnc(SCc2ccc(F)cc2)s1)c1ccco1
i	i	COc1cccc(C2C3=C(N=c4s/c(=C\c5cccc(O)c5)c(=O)n42)c2ccccc2CC3)c1OC (stereo not given)
i	i	CCC(=O)NC(NC(=S)Nc1cccc2cccnc12)C(Cl)(Cl)Cl (stereo not given)
i	i	O=C(COC(=O)Cc1ccccc1[N+](=O)[O-])Nc1nnc(-c2ccccc2)o1
i	i	Cc1ncc(CO)c(CNc2ccc(Oc3ccccc3)cc2)c1O
i	i	O=[N+]([O-])c1cnn(-c2nc(-c3ccccc3)cc(C(F)(F)F)n2)c1
i	i	Cc1cc(C)n(-c2ccc(NC(=O)C3CCN(Cc4ccccn4)CC3)cc2)n1
i	i	COc1cc(OC)c(C2N(c3cc(C)on3)C(=O)C3CCCN32)cc1OC (stereo not given)
i	i	O=C(O)c1ccc(N/N=C/c2cc3cc4c(cc3nc2Cl)OCCO4)cc1
i	i	O=C(NCC1CCCN1S(=O)(=O)c1ccccc1)C(=O)NC1CC1 (stereo not given)
i	i	CN1C(=O)CSc2ccc(NC(=O)NCc3cccnc3)cc21
i	i	Oc1ccc(/C=N/Nc2ccccc2)cc1
i	i	CC1c2ccsc2CCN1C(=O)NC(=O)c1ccc(Cl)cc1 (stereo not given)

Complete entries, looked up by structure.
`O=C(COC(=O)Cc1ccccc1[N+](=O)[O-])Nc1nnc(-c2ccccc2)o1` reads KCNQ2 block = i; CHT inh = i
`Cc1ncc(CO)c(CNc2ccc(Oc3ccccc3)cc2)c1O` reads KCNQ2 block = i; CHT inh = i

(cont.)
KCNQ2 block	CHT inh	Compound
i	i	CCNC(=O)c1ccccc1NC(=O)c1cccc(S(=O)(=O)N2CCC(C)CC2)c1
i	i	Cc1[nH]nc2c1C(CC(C)C)C(C#N)=C(N)O2 (stereo not given)
i	i	CC1CCN(CCOCCSc2ccc(Cl)cc2)CC1
i	i	COC(=O)CN(c1ccccc1F)S(=O)(=O)c1ccc(C)cc1
i	i	CCOC(=O)c1cnc(-n2nc(C)cc2C)nc1NNc1nc(-c2ccccc2)cc(-c2ccccc2)n1
i	i	Cc1cc(C)cc(C(=O)Nc2cccnc2Cl)c1
i	i	COc1cc(C2=NOC(C(=O)NCc3ccc(F)cc3)C2)cc(OC)c1OC (stereo not given)
i	i	Cc1cccc(Sc2c([N+](=O)[O-])ncn2C)n1
i	i	Cc1nnc(SCc2cc(=O)[nH]c(/N=C(\N)Nc3ccccc3)n2)s1
i	i	NC(=O)C1CCN(CC(=O)Nc2ccccc2Sc2ccccc2)CC1
i	i	CCOC(=O)C1=C(C)N(C)C(=O)NC1c1c(C)nn(-c2ccccc2)c1C (stereo not given)
i	i	Cc1ccc([N+](=O)[O-])cc1NC(=O)c1ccccc1
i	i	CCOC(=O)CNC(=O)c1ccc(SCC)cc1
i	i	O=c1oc(-c2ccccc2)nc2sc3c(c12)CCCC3
i	i	Cc1cccc(N/C(N)=N/c2nc(C(F)(F)F)cc(=O)[nH]2)c1C
i	i	CC(=O)Nc1ccc(NC(=O)CCn2cnnn2)cc1
i	i	COc1ccc(CC(=O)Nc2ccc(S(=O)(=O)Nc3cc(C)on3)cc2)cc1OC
i	i	CCOc1cc(NC(=S)NCC(C)C)c(OCC)cc1NC(=O)c1ccco1
i	i	CCOc1ccc(C(=O)N[C@H](C(=O)Nc2cccc(S(=O)(=O)N3CCCCC3)c2)C(C)C)cc1
i	i	COc1ccc(-c2nnc(Sc3nc4ccccc4o3)c3ccccc23)cc1
i	i	Cc1ccc(N(CC(=O)N2CCOCC2)S(C)(=O)=O)cc1
i	i	CCC(C)NC(=O)c1ccccc1C(=O)NC(C)CC (stereo not given)
i	i	Cc1nc2cc(N3CCCCC3)c(NC(=O)c3cccnc3)cc2c(=O)n1Cc1ccccc1
i	i	Cc1nn(C)cc1C(C)NC(=O)c1cc(COc2c(F)cccc2F)on1 (stereo not given)
i	i	Cc1ccc(/C=N/NC(=O)CNC(=O)COc2ccccc2)o1
i	i	CC(C)(C)NC(=O)CN1CCC(O)(c2ccccc2)CC1
i	i	COc1cccc(C(=O)CN2C(=O)C(C)(C)Oc3ccc(C(=O)N4CCCCCC4)cc32)c1
i	i	Cc1ccc(S(=O)(=O)Nc2ccccc2C(=O)N2CCN(C)CC2)cc1
i	i	C=CCc1ccccc1OCC(O)CNC (stereo not given)
i	i	Cc1cccc(OC(=O)c2cccnc2)c1
i	i	COc1ccc(NS(=O)(=O)c2cccc(C(=O)NCCCN3CCCC3=O)c2)cc1
i	i	COc1ccc(CN(C(=O)CN2C(=O)c3ccccc3S2(=O)=O)C(C(=O)NCC2CCCO2)c2ccco2)cc1 (stereo not given)
i	i	COc1cc(C(C)=O)ccc1OCC(=O)Nc1ccccc1N1CCCCC1
nt	i	O=C(Cn1nc(Cc2ccncc2)c2ccccc2c1=O)N1CCc2ccccc2C1
i	i	Cc1ccc(NC(=O)CS(=O)CC(=O)NCC2CCCO2)cc1 (stereo not given)
i	i	O=c1[nH]cccc1-c1nc2ccccc2[nH]1
i	i	CS(=O)(=O)N1CCC(C(=O)Nc2ccc(Br)cc2F)CC1
i	i	CCOc1cc(/C=N/NC(=O)C2CCCC2)ccc1OC(C)C
i	i	O=C(Oc1ccc(C(=S)N2CCOCC2)cc1Br)c1cc(Cl)ccc1Cl
i	i	CC(C)c1ccc(O)c(NC(=O)c2ncn[nH]2)c1
i	i	Cc1cccc(CS(=O)(=O)Cc2ccc(C(=O)NC3CCCC3)o2)c1
i	i	Cc1ccc(Cn2nnc3c(=O)[nH]c(C4CCCN(S(=O)(=O)c5ccc(F)cc5)C4)nc32)cc1 (stereo not given)
i	i	COc1ccc(CCNC(=O)C2CCCN2C(=O)Nc2ccc(F)cc2)cc1OC (stereo not given)
i	i	COc1ccccc1C1C(C(N)=O)=C(C)Nc2ncnn21 (stereo not given)
i	i	O=[N+]([O-])c1ccc(C(=Nc2cccc3ccccc23)N2CCOCC2)cc1
i	nt	Cc1ccc(C(=O)N/N=C\c2ccccc2[N+](=O)[O-])cn1
i	i	O=C(CN1C(=O)c2ccccc2S1(=O)=O)Nc1ccccc1
i	i	O=c1[nH]c(N2CCc3ccccc32)nc2c1CCCC2
i	i	CCOC(=O)c1ccc(-c2ccc(/C=N/NC(=O)CN(c3cccc(C)c3)S(C)(=O)=O)o2)cc1
i	i	COc1ccc(CNC(=O)C2CCC(CNc3c(N4CCC(C)CC4)c(=O)c3=O)CC2)cc1 (stereo not given)
i	i	COc1ccc(NC2CCCN(C(=O)CCCn3cncn3)C2)cc1OC (stereo not given)
i	i	COc1ccc(OC)c(/C=C2/Sc3ccccc3C2=O)c1
i	i	Cc1cc(OCC(=O)Nc2ccc3c(c2)OCCO3)ccc1Cl
